Compound activity deposited in PubChem BioAssay by National Center for Advancing Translational Sciences (NCATS).
TDP-43 yeast inh = qHTS of TDP-43 Inhibitors; AID 652104, 2013; TDP-43 expressing yeast growth rescue, BacTiter-Glo, 24 h; 410,000 compounds, 1.8% hits; Potency, µM (top dose mostly 46.1 µM), inactives show at the top dose growth rescue (activation), hits mostly activators; further: % of control where 0% means no effect; nearly all actives have a fitted effect of over 50% in size
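Yeast cells expressing TDP-43 under galactose induction are exposed to compounds for 24 hr at 30 deg C. BacTiter-Glo luminescence measures growth, so protective compounds score as activators.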
HT1080 IDH1KD tx = qHTS for induction of synthetic lethality in tumor cells producing 2HG: qHTS for the HT-1080-IDH1KD cell line. Potency, µM (titrated, usually from 46.1 µM), for inactives: at the top dose activity, negative = toxicity, hits mostly cytotoxic. HT-1080 IDH1 knockdown viability, ATP luminescence, 48 h. 360,000 compounds, 2% hits. AID 686971, 2013;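 further: 0% = DMSO wells and -100% = cell-free medium wells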
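HT-1080-IDH1KD cells (IDH1 knocked down), 750/well in RPMI with 5% FBS, treated with compound 48 h at 37 degrees C. Viability by CellTiter-Glo luminescence, normalised to DMSO and no-cell wells; concentration-response curves classed.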
GLP-1R agonist = qHTS of GLP-1 Receptor Agonists; HEK293 GLP-1R CRE-luciferase, luminescence, 4-6 h; cells express a hypersensitive GLP-1R form; Potency, µM (doses to about 45.6 µM), inactives show at the top dose activation, usual class: activators; 380,000 compounds, 0.007% hits; further: % of control where 0% means no effect
Target sequence (P43220 whole entry, looked up): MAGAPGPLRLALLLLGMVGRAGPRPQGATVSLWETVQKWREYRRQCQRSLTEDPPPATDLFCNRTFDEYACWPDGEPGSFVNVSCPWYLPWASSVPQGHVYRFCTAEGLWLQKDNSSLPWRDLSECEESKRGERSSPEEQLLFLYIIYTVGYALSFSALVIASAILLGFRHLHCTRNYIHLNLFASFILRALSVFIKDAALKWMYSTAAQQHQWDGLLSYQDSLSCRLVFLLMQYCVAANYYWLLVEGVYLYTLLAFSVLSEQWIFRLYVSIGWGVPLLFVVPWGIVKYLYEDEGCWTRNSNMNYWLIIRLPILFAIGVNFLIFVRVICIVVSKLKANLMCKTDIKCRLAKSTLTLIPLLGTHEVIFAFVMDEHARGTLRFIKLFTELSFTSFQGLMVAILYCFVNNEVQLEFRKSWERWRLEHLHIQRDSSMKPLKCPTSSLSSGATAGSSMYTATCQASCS
HEK293 tox = qHTS of GLP-1 Receptor Inverse Agonists: Cytotox Screen. Potency, µM (top dose mostly 38.3 µM), for inactives: at the highest dose activity change, negative = inhibition, actives largely listed as inhibitors. AID 624418, 2012. HEK293 cAMP-luciferase reporter cells, luminescence, 24 h. 410,000 compounds, 0.13% hits;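 further: loss of luciferase light is scored as toxicity; on the % scale 0 is the no-effect control and ±100 the full control effect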
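Quantitative HTS format, 1536 wells, 200 cells/uL seeded. Compounds: 23 nL, 24 h, 37 °C. Detection: luciferase reagent, luminescence at 12 min RT; decreased signal taken as cytotoxic.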
GLP-1R inv ag = qHTS of GLP-1 Receptor Inverse Agonists (Inhibition Mode) | Potency, µM (series often up to 38.3 µM), for the others: top-dose activity change, negative = inhibition, most hits filed as inhibitors | 410,000 compounds, 1.6% hits | AID 624417, 2012 | HEK293 GLP-1R CRE-luciferase, luminescence, 24 h; GLP-1R form is constitutively active; further: on the % scale 0 is the no-effect control and ±100 the full control effect; nearly all actives have a fitted effect of over 55% in size
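HEK293 cells stably co-expressing a cAMP-responsive luciferase reporter and constitutively active GLP-1R were seeded, incubated 12 h, then exposed to compounds for 24 h at 37 C. Luminescence was read 12 min after detection reagent; inverse agonists lower signal.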
KB-V1 cytotox = qHTS assay for MDR1-selective chemotherapeutics: Primary screen using the drug-selected MDR subline cells KB-V1 | KB-V1 MDR cells viability, CellTiter-Glo, 72 h | Potency, µM (highest dose often 46.1 µM), without a hit: at the top dose activity change, negative = cytotoxicity, hits mostly cytotoxic | 400,000 compounds, 3.4% hits | AID 1347076, 2019; further: on the % scale 0 is the no-effect control and ±100 the full control effect; nearly all actives have a fitted effect of over 60% in size
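KB-V1, DMEM (no phenol red) + 10% FBS; cpd pin-transferred, titration series; 72 h, 37 degrees C; CellTiter-Glo, luminescence. Data normalized, curve-fit.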
HT1080-NT tox = qHTS for induction of synthetic lethality in tumor cells producing 2HG: qHTS for the HT-1080-NT fibrosarcoma cell line; HT-1080-NT fibrosarcoma viability, CellTiter-Glo ATP luminescence, 48 h; Potency, µM (highest dose often 46.1 µM), without a hit: at the top dose activity, negative = less viability, hits mostly cytotoxic; 360,000 compounds, 1.6% hits; AID 686970, 2013;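 further: NT is the 2HG producing partner of a matched IDH1 knockdown line; 0% = DMSO-treated cells and -100% = media-only wells without cells; nearly all actives have a fitted effect of over 55% in size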
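Fibrosarcoma NT cells, 750 per well in 5% FBS RPMI, were exposed to compound for 48 hours. Viability: CellTiter-Glo luminescence.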
SW480 rereplic = A quantitative high throughput screen for small molecules that induce DNA re-replication in SW480 colon adenocarcinoma cells; SW480 DNA re-replication, Hoechst DNA content imaging, 48 h; Potency, µM (doses to about 46.1 µM), inactives show top-dose re-replication activation, most hits filed as activators; 340,000 compounds, 1.8% hits; further: % of control where 0% means no effect; nearly all actives have a fitted effect of over 55% in size
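Hoechst fluorescence of nuclei (405 nm excitation, 500-530 nm emission) measured by plate-scanning imager after 48 hr compound exposure at 37 C; re-replication scored as increased number of nuclei with elevated intensity.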
KB-3-1 cytotox = qHTS assay for MDR1-selective chemotherapeutics: Primary screen using the parental adenocarcinoma cell KB-3-1; KB-3-1 viability, CellTiter-Glo ATP luminescence, 72 h; Potency, µM (series often up to 46.1 µM), for inactives: top-dose activity change, negative = cytotoxic, hits mostly cytotoxic; 400,000 compounds, 1.4% hits; AID 1347075, 2019; further: on the % scale 0 is the no-effect control and ±100 the full control effect; nearly all actives have a fitted effect of over 60% in size
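Here the drug-naive KB-3-1 line serves as comparator for MDR sub-line selectivity; cells received compound titrations, 72 h at 37 °C, then CellTiter-Glo readout.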
Starred values were filed as active, the others as inactive; ? = inconclusive; nt = not tested or not shown; [ ] = dose if it differs, or a comment. The call rests on the fitted dose curve; in most records, active means well fitted curve in the direction sought with a large enough effect; inconclusive means small, poorly fitted or top-dose-only effect, or another doubt; inactive means no such curve, though single readings can be large; an effect the other way counts as inactive or inconclusive. Potency means the concentration at half of the fitted maximal effect.

SMILES | TDP-43 yeast inh | HT1080 IDH1KD tx | GLP-1R agonist | HEK293 tox | GLP-1R inv ag | KB-V1 cytotox | HT1080-NT tox | SW480 rereplic | KB-3-1 cytotox
COc1ccc(OC)c(C(=O)NC(CC(N)=O)c2ccc(NC(C)C)c([N+](=O)[O-])c2)c1 (stereo not given) | -8% | 5% | 3% | -9% | 79%[activator] | -10% | 8% | -2% | 3%
O=C(O)c1ccc(CNC(=O)c2ccc(S(=O)(=O)N3CCCCC3)cc2)cc1 | -5% | 14% | -8% | -26% | -2% | 0% | 12% | -12% | 17%
CCOC(CNc1ncnc2sc(-c3ccccc3)cc12)OCC | 0% | -2% | 13% | 3% | ? | 0% | -3% | -2% | -1%
COC(=O)CN1C(c2ccc(Cl)cc2)=Nc2ccc(Cl)cc2C1c1ccccc1 (stereo not given) | -21% | ? | 6% | -26% | ? | ? | ? | -15% | -22%
Cc1onc(-c2ccccc2)c1C(=O)Nc1cccc(S(=O)(=O)NC2=NCCC2)c1 | 0% | 1% | -3% | 4% | -1% | ? | -4%[9.24 µM] | 0% | -3%
CC(=O)Nc1ccc(S(=O)(=O)NCc2nc(-c3ccc(C)cc3)no2)cc1 | 3% | 0% | -5% | -2% | -3% | 0% | 6% | -2% | -5%
Cc1cc(=O)n2[nH]c(-c3ccc(F)cc3)nc2n1 | -17% | -1% | -9% | -12% | 12% | -11% | -12% | -2% | -14%
COc1nccnc1NS(=O)(=O)c1ccc(NCc2cc(Br)ccc2O)cc1 | -20% | -23% | 12% | -2% | 18% | 2% | -22% | 51% | -11%
COc1ccc(-c2cn3c(C)c(C(=O)Nc4cccc(C)n4)sc3n2)cc1 | -5% | -10% | -13% | 4% | 4% | 21µM* | -18% | 2% | -28%
O=[N+]([O-])c1ccccc1S(=O)(=O)NCCc1ccncc1 | -9% | ? | -1% | 8% | 7% | -13% | 7% | -25% | 0%
COc1ccc(NC(=O)c2nn(C)cc2[N+](=O)[O-])cc1 | -1% | -19% | 0% | 8% | 15% | -13% | -23% | ? | -11%
CCOc1cc(C(c2c(C)[nH][nH]c2=O)c2c(C)[nH][nH]c2=O)ccc1OS(=O)(=O)c1ccccc1 | -25% | -1% | -11% | 3% | -18% | -6% | -3% | -4% | 22%
CCOC(=O)c1cnc2ccc(OCC)cc2c1N1CCN(c2ccccc2OC)CC1 | 35µM* | ? | -32% | ? | ? | ? | ? | -6% | ?
Cc1ccc(NC(=O)C2CC(=O)N/C(=N/N=C/c3ccco3)S2)cc1C (stereo not given) | 16% | -1% | -10% | 1% | 1% | 3% | 7% | -1% | ?
CCC(=O)N1CCc2cc(Br)cc(S(=O)(=O)N3CCCC(C(=O)N(C)c4ccc(Br)cc4)C3)c21 (stereo not given) | 6% | nt | 1% | 4% | 16% | -13% | nt | nt | ?
COc1cc(/C=N/Nc2ccc([N+](=O)[O-])cc2S(=O)(=O)N2CCOCC2)cc(OC)c1OC | 5% | 11% | 10% | 5% | 9% | -1% | 11% | 3% | 8%
CCOC(=O)c1ccc2c(c1)NCc1cccc(OC)c1O2 | 6% | 7% | -2% | 2% | ? | 4% | 19% | -5% | -4%
COc1cccc(C2c3c(-c4ccccc4O)n[nH]c3C(=O)N2Cc2cccnc2)c1 (stereo not given) | -9% | nt | nt | -25% | 47%[activator] | -16% | nt | nt | -7%
Cc1cc(N2CCN(c3ccccc3)CC2)nc(-n2nc(C)cc2C)n1 | -5% | 1.1µM* | -3% | -18% | -33% | 2.6µM* | 0.71µM* | ? | -2%
NS(=O)(=O)c1ccc(CCNC(=S)Nc2ccccc2)cc1 | 7% | 2% | -35% | 10% | 3% | -6% | 1% | nt | -1%
Cc1ccc2c(CC(=O)N3CCN(S(=O)(=O)c4cccs4)CC3)coc2c1 | ? | -7% | 5% | -14% | -21% | 0% | -2% | 0% | 4%
Cc1cc(C)c2sc(N(CCCN(C)C)C(=O)c3ccc(S(=O)(=O)N(C)C4CCCCC4)cc3)nc2c1 | 11% | -15% | -13% | ? | ? | ? | 1% | 4% | ?
Cc1ccc(S(=O)(=O)CCC(=O)N2CCN(c3nc4c(C)c(C)ccc4s3)CC2)cc1 | 10% | nt | nt | -10% | 3% | 21% | nt | nt | -6%
Cc1[nH]c2c(C)cccc2c1CCNC(=O)c1cc2ccccc2oc1=O | ? | nt | -5% | 5% | 3% | -2% | nt | nt | -9%
O=C(NCc1ccccc1)c1ccc(N2C(=O)C3CCCCC3C2=O)cc1 (stereo not given) | 16% | 4% | 1% | 3% | 5% | 28% | 0% | 4% | 2%

Part of the list above, as a markdown table:
| canonical_smiles | TDP-43 yeast inh | HT1080 IDH1KD tx | GLP-1R agonist | HEK293 tox | GLP-1R inv ag | KB-V1 cytotox | HT1080-NT tox | SW480 rereplic | KB-3-1 cytotox |
| --- | --- | --- | --- | --- | --- | --- | --- | --- | --- |
| O=C(NCc1ccccc1)c1ccc(N2C(=O)C3CCCCC3C2=O)cc1 (stereo not given) | 16% | 4% | 1% | 3% | 5% | 28% | 0% | 4% | 2% |
| Cc1[nH]c2c(C)cccc2c1CCNC(=O)c1cc2ccccc2oc1=O | ? | nt | -5% | 5% | 3% | -2% | nt | nt | -9% |

Limited to KB-V1 cytotox and HT1080 IDH1KD tx (4 entries from above):
Molecule | KB-V1 cytotox | HT1080 IDH1KD tx
CCOc1cc(C(c2c(C)[nH][nH]c2=O)c2c(C)[nH][nH]c2=O)ccc1OS(=O)(=O)c1ccccc1 | -6% | -1%
Cc1[nH]c2c(C)cccc2c1CCNC(=O)c1cc2ccccc2oc1=O | -2% | nt
CCC(=O)N1CCc2cc(Br)cc(S(=O)(=O)N3CCCC(C(=O)N(C)c4ccc(Br)cc4)C3)c21 (stereo not given) | -13% | nt
CCOC(=O)c1cnc2ccc(OCC)cc2c1N1CCN(c2ccccc2OC)CC1 | ? | ?

(list continues)
SMILES | TDP-43 yeast inh | HT1080 IDH1KD tx | GLP-1R agonist | HEK293 tox | GLP-1R inv ag | KB-V1 cytotox | HT1080-NT tox | SW480 rereplic | KB-3-1 cytotox
Cn1c(=O)[nH]c(=O)c2c1nc(Br)n2CCOc1ccccc1 | 24% | -8% | 32% | 4% | 24% | ? | -8% | 0% | ?
COc1ccc(S(=O)(=O)c2cn(Cc3ccccc3)c3cc(F)c(F)cc3c2=O)cc1 | 1% | nt | nt | 27% | 21% | -3% | nt | nt | 8%
COc1cccc(NC(=O)CSc2ncnc3c2cnn3Cc2ccccc2)c1 | -5% | ? | 2% | -3% | 0% | 1% | -7% | -2% | 16%
COc1cccc(C2CC(=O)N3CN(c4ccccc4F)CSC3=C2C#N)c1 (stereo not given) | 18% | -1% | -7% | -8% | 6% | 4% | 6% | -7% | 7%
O=[N+]([O-])c1cccc(C(=S)N2CCN(c3ccccc3F)CC2)c1 | ? | -10% | 6% | 2% | ? | ? | -7% | ? | 6%
COc1ccc(CNC(=O)[C@H](C)NC(=O)N2CCn3c2nc2ccccc23)cc1 | 13% | -1% | 6% | 2% | ? | -11% | -1% | -1% | 2%
C[C@@H](N)C(=O)NC[C@H]1O[C@@H](n2cnc3c(N)ncnc32)[C@H](O)[C@@H]1O | 11% | 7% | -2% | -6% | 16% | 0% | 8% | 0% | 0%
CCOC(=O)CSCc1csc(CC(=O)Nc2ccccc2C)n1 | 19% | 15% | -4% | 2% | -2% | 3% | -1% | -14% | -7%
COC(=O)c1c(-c2cccs2)csc1NC(=O)CN1CCOCC1 | 1% | -17% | 26% | -8% | ? | 0% | -12% | ? | -2%
CC(=O)N(CCC(Cc1ccccc1)c1ccc2c(c1)OCO2)Cc1ccccc1F (stereo not given) | 5% | 0% | 5% | 35%[activator] | ? | -9% | -3% | 0% | -17%
O[C@H]1CN(Cc2cccs2)[C@@H](c2ccc(Cl)cc2)C[C@@H]1n1cc(C2CC2)nn1 | 23% | 4% | 3% | 1% | 1% | -10% | 10% | nt | -1%
C=CCNC(=O)COc1ccc(S(=O)(=O)Nc2ccc(OCC)cc2)cc1 | -19% | 2% | 0% | -6% | -12% | ? | -1% | -5% | 3%
N#CCCn1cc(/C=N/NC(=O)c2ccncc2)c(-c2ccc(F)cc2)n1 | 12% | 0% | -3% | 5% | 15% | 0% | -1% | -12% | 23%
COC(=O)C1=NNC2(c3ccc(Cl)cc3)C(=O)N(c3ccc(Cl)cc3)C(=O)C12 (stereo not given) | 22% | 0% | 0% | 11% | 21% | -6% | -5% | 6% | 2%
O=C(Nc1ccccc1)c1ccc(NCc2cccnc2)c(S(=O)(=O)N2CCOCC2)c1 | -1% | 0% | -2% | -2% | 3% | -2% | 3% | -17% | 9%
CSc1nc2nc3c(c(=O)n2[nH]1)CN(Cc1ccccc1)CC3 | -4% | -12% | 2% | 4% | 51%[activator] | -22% | -5% | 2% | 15%
O=C(O)c1cc(O)c2c(c1)[C@@H]([C@H]1c3cc(C(=O)O)cc(O)c3C(=O)c3c(O[C@@H]4O[C@H](CO)[C@@H](O)[C@H](O)[C@H]4O)cccc31)c1cccc(OC3O[C@H](CO)[C@@H](O)[C@H](O)[C@H]3O)c1C2=O (stereo not given in full) | -11% | -21% | -12% | ? | -15% | 9% | -23% | -3% | 0%
Cc1ccc(NC(=O)CCC(C(=O)O)N2C(=O)c3ccccc3C2=O)cc1 (stereo not given) | -10% | 1% | 2% | -1% | 0% | 12% | -1% | 2% | -4%
CC(C)Oc1ccc(CN2CCC(n3nccc3NC(=O)c3cccnc3)CC2)cc1 | 5% | -4% | 4% | -9% | -21% | -12% | -13% | -12% | -1%
O=C(CN1CCOCC1)Nc1nc(-c2ccccc2)cs1 | -6% | 1% | 9% | -10% | 5% | -21% | 1% | -7% | -5%

No enrichment for hits (roughly 9.4% active in at least one column).
